TrxR1 substrate – is turned over as a substrate by rat TrxR1; O89049; purified TrxR1 substrate turnover, NADPH consumption readout; Potency, µM (highest dose often 114 µM), inactives show at the top dose activity change, negative = substrate turnover; actives 0.01% (n = 390,000); AID 588456; also: % is scaled to controls: 0 for no effect and ±100 for the full control effect; nearly all actives have a fitted effect of over 50% in size
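Rat TrxR1, dispensed at 90 nM, was prereduced with 400 uM NADPH (final) for 5 min at ~22 deg C, then incubated with compound 15 min before 400 uM selenite. A first-read NADPH fluorescence drop versus no-compound background flagged substrates.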
USP1-UAF1 inh – blocks the human USP1/UAF1 deubiquitinase complex; O94782; recombinant USP1/UAF1, Ub-Rhodamine cleavage fluorescence; Potency, µM (doses to about 57.1 µM), for the others: top-dose activity change, negative = inhibition, usual class: inhibitors; actives 0.23% (n = 390,000); also: % is scaled to controls: 0 for no effect and ±100 for the full control effect; nearly all actives have a fitted effect of over 60% in size; inactives centre near -12
Target sequence (O94782 whole entry, looked up): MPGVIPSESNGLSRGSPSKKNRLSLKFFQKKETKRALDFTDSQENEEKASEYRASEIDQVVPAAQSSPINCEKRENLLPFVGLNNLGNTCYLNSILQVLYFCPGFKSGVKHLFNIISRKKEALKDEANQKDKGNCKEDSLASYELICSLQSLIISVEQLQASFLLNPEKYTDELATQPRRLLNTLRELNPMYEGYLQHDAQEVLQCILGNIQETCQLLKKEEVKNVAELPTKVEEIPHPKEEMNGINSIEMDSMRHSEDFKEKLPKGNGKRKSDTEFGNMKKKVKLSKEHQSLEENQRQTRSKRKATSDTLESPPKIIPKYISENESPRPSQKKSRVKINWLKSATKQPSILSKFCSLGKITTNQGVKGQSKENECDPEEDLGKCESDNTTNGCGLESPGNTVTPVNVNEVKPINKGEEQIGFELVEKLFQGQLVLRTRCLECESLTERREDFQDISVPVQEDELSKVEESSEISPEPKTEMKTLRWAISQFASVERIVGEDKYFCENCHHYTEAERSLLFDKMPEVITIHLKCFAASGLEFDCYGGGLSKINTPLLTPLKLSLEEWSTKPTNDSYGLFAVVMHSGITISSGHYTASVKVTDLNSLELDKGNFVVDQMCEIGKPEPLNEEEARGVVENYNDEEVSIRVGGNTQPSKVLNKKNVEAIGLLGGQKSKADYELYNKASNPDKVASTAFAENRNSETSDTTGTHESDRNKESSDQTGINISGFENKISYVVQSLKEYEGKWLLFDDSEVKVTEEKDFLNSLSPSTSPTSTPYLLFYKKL
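High-throughput fluorogenic screen: 1nM USP1/UAF1 complex, Ub-Rho substrate 150nM final, 50mM HEPES pH 7.8 with 0.5mM EDTA, 0.1 mg/ml BSA, 1mM TCEP and 0.01% Tween-20.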
TrxR1 inh – rat TrxR1 inhibition. recombinant rTrxR1, NADPH fluorescence consumption, selenite substrate. AID 588453. O89049. Potency, µM (highest dose often 114 µM), without a hit: top-dose activity change, negative = inhibition, usual class: inhibitors. actives 1% (n = 390,000); also: % is scaled to controls: 0 for no effect and ±100 for the full control effect; nearly all actives have a fitted effect of over 65% in size
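Rat TrxR1 (90 nM in the dispensed reagent) was pre-reduced with 400 uM NADPH for 5 min at room temperature, then incubated with compound for 15 min. After 400 uM selenite was added, NADPH fluorescence (Ex 340/Em 450 nm) was followed for 8 min.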
IDH1 R132H inh – blocks human mutant IDH1 R132H enzyme; O75874; actives 0.093% (n = 390,000); IDH1-R132H enzyme, NADPH consumption, diaphorase/resazurin fluorescence; Potency, µM (top dose mostly 76.6 µM), without a hit: at the top dose activity change, negative = inhibition, most hits filed as inhibitors; also: % is scaled to controls: 0 for no effect and ±100 for the full control effect; nearly all actives have a fitted effect of over 65% in size
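IDH1-R132H (0.5 ug/mL) preincubated 30 min with compound, then NADPH (0.016 mM) and alpha-KG (2 mM) added; 80 min at RT, pH 7.5. Remaining NADPH coupled via diaphorase/resazurin to fluorescence (540/590 nm); concentration-response curves normalized to no-enzyme control.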
Vif-APOBEC3F blk – inhibitors of Vif-A3F interaction. HeLa A3F-eYFP + Vif (tagged APOBEC3F with the HIV-1 protein that degrades it), YFP fluorescence increase. Potency, µM (doses to about 46.1 µM), for the others: at the highest dose activity, negative = active. actives 0.2% (n = 390,000). AID 602313; also: % of control where 0% means no effect; nearly all actives have a fitted effect of over 65% in size
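HeLa cells stably expressing Vif plus C-terminally eYFP-tagged A3F were seeded, incubated overnight at 37 deg C, dosed with compound, incubated overnight again at 37 deg C. Yellow fluorescence (Ex 488/Em 500-530) reported blocked Vif-mediated A3F-eYFP degradation.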
Vif-APOBEC3G blk – blocks the Vif interaction with human APOBEC3G; Q9HC16; HeLa A3G-eYFP + Vif (tagged APOBEC3G with the HIV-1 protein that degrades it), YFP fluorescence, overnight; Potency, µM (series often up to 46.1 µM), without a hit: at the top dose activity, negative = active, usual class: inhibitors; actives 0.076% (n = 410,000);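 also: % is scaled to controls: 0 for no effect and ±100 for the full control effect; nearly all actives have a fitted effect of over 60% in size; hits raise eYFP signal because A3G escapes Vif-driven loss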
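Read-out is eYFP fluorescence (Ex 488/Em 500-530) from Vif-expressing HeLa A3G-eYFP cells; more signal means A3G escaped Vif-mediated degradation. Cells plated overnight, compound pinned in, incubated overnight at 37 deg C.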
RXFP1 agonist – activates the human relaxin receptor RXFP1; HEK293T-RXFP1 cAMP TR-FRET, 30 min; response scale: percent of porcine relaxin response, buffer zero; actives 0.3% (n = 370,000); Q9HBX9; Potency, µM (top dose mostly 57.5 µM), inactives show at the top dose activation, hits mostly activators; also: % is scaled to controls: 0 for no effect and ±100 for the full control effect; nearly all actives have a fitted effect of over 60% in size; many of its hits are not listed in these tables
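Agonist response is measured as cAMP accumulation in an RXFP1-transfected HEK293T line under PDE4 inhibition. Values are scaled between buffer-only and 29 nM porcine relaxin, and EC50s come from standard Hill equation fits.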
RGS4 inh – inhibitors of human regulator of G protein signaling 4. actives 0.039% (n = 390,000). AID 504845. Potency, µM (highest dose often 114 µM), without a hit: top-dose activity change, negative = inhibition, usual class: inhibitors. Transcreener GDP fluorescence polarization, RGS4-accelerated GTP hydrolysis; also: % is scaled to controls: 0 for no effect and ±100 for the full control effect; nearly all actives have a fitted effect of over 75% in size; some results filed as inactive show a strong effect at the top dose
Target sequence (P49798 whole entry, looked up): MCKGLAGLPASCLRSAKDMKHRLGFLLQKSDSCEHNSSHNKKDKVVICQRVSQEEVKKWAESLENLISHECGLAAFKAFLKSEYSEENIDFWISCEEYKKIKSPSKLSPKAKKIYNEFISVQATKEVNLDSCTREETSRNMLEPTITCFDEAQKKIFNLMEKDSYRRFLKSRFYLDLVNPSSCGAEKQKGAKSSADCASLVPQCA
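MLSMR compounds (23 nl, pin-transferred) preincubated 10 min at room temperature with a 500nM (2x) first reagent, then RGS4 at 900nM (2x) plus Transcreener GDP mix added; fluorescence polarization (620/688 nm) read before and after 90 min at 30 °C.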
12-LOX inh – inhibitors of human 12S-lipoxygenase ALOX12 | P18054 | Potency, µM (doses to about 108 µM), inactives show top-dose activity change, negative = inhibition, most hits filed as inhibitors | actives 1.1% (n = 580,000) | purified 12hLO, xylenol orange hydroperoxide absorbance; also: % is scaled to controls: 0 for no effect and ±100 for the full control effect
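Purified human 12hLO (150 nM final) in 25 mM Hepes, 0.01% Triton X-100, pH 7.0 was preincubated 15 min at room temperature with compound. Then 40 uM arachidonic acid was added, 30 min. Hydroperoxide was read by Fe-XO absorbance ratio 573/405 nm.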
Starred values were filed as active, the others as inactive; & = joins results of further samples; [ ] = another dose, or the depositor's remark. Calls follow the shape of the dose curve; as a rule, active = well fitted curve in the direction sought with a large enough effect; inconclusive = small, poorly fitted or top-dose-only effect, or another doubt; inactive = no such curve, though single readings can be large; an effect the other way counts as inactive or inconclusive. Potency is read from the fitted curve at half-maximal effect. Some of the compounds tested; count on the stated rates, not on these rows.

Screening O=C(Nc1cccs1)Nc1ccc(F)cc1F returned TrxR1 substrate -5%, USP1-UAF1 inh -1%&-22%, TrxR1 inh 9%, IDH1 R132H inh -26%&6%, Vif-APOBEC3F blk -12%&-13%, Vif-APOBEC3G blk 7%&0%, RXFP1 agonist 6.0%&0.6%, RGS4 inh -1%&-9% and 12-LOX inh inconclusive.
`Cc1ccc(OC(C)C(=O)Nc2ccccc2C(=O)N2CCN(C)CC2)cc1` (stereo not drawn) gave TrxR1 substrate -4%, USP1-UAF1 inh -4%, TrxR1 inh 2%, IDH1 R132H inh 12%, Vif-APOBEC3F blk -5%, Vif-APOBEC3G blk 3%, RXFP1 agonist 2.0%, RGS4 inh 13% and 12-LOX inh inconclusive.
For Cc1ccc(N(CC(=O)N/N=C/c2ccco2)S(=O)(=O)c2ccccc2)cc1 the results were TrxR1 substrate 2%[57.1 µM], USP1-UAF1 inh -11%, TrxR1 inh -20%[57.1 µM], IDH1 R132H inh -2%, Vif-APOBEC3F blk -7%, Vif-APOBEC3G blk -6%, RXFP1 agonist 2.8%, RGS4 inh -38% and 12-LOX inh inconclusive.
`O=C1CC(C(=O)NC2CCCCC2)C2(CCCCC2)O1` (stereo not drawn) gave TrxR1 substrate 7%, USP1-UAF1 inh -24%, TrxR1 inh 28%, IDH1 R132H inh 9%, Vif-APOBEC3F blk -2%, Vif-APOBEC3G blk 2%, RXFP1 agonist 1.2%, RGS4 inh 0% and 12-LOX inh -4%.
`O=C(NCCc1ccccc1)C(=O)NCC(c1ccco1)S(=O)(=O)c1ccccc1` (stereo not drawn) gave TrxR1 substrate -7%[57.1 µM], USP1-UAF1 inh -23%, TrxR1 inh -3%[57.1 µM], IDH1 R132H inh -12%, Vif-APOBEC3F blk 1%, Vif-APOBEC3G blk -1%, RXFP1 agonist 0.3%, RGS4 inh -8% and 12-LOX inh -14%.
COc1ccc(CN(C)CC2CCCN(CCc3ccc(F)cc3)C2)cc1OC (stereo not drawn) was read as TrxR1 substrate -6%, USP1-UAF1 inh -15%, TrxR1 inh 10%, IDH1 R132H inh 9%, Vif-APOBEC3F blk -1%, Vif-APOBEC3G blk -1%, RXFP1 agonist -0.2%, RGS4 inh 7% and 12-LOX inh inconclusive.
For COCCCNc1nc2c(c(=O)n(C)c(=O)n2C)n1Cc1ccccc1 the results were TrxR1 substrate -5%, USP1-UAF1 inh -14%, TrxR1 inh -1%, IDH1 R132H inh -4%, Vif-APOBEC3F blk 3%, Vif-APOBEC3G blk 5%, RXFP1 agonist 15%, RGS4 inh 16% and 12-LOX inh 1%.
Screening O=C(CC1NCCN(Cc2ccccc2)C1=O)Nc1ccc(Cl)cc1 (stereo not drawn) returned TrxR1 substrate -2%[57.1 µM], USP1-UAF1 inh -1%, TrxR1 inh 11%[11.4 µM], IDH1 R132H inh 6%, Vif-APOBEC3F blk -3%, Vif-APOBEC3G blk -1%, RXFP1 agonist -1.3%, RGS4 inh inconclusive and 12-LOX inh 0%.
`Cc1cc(C)n(-c2ccc(NC(=O)C3CCCCN3C(=O)c3ccoc3)cc2)n1` (stereo not drawn) gave TrxR1 substrate -11%, USP1-UAF1 inh 4%, TrxR1 inh -14%, IDH1 R132H inh 0%, Vif-APOBEC3F blk 0%, Vif-APOBEC3G blk 1%, RXFP1 agonist -2.0% and RGS4 inh 6%.
Screening Cc1cccc(Nc2nc(N)nc(CN3CCN(c4ccccc4F)CC3)n2)c1 returned TrxR1 substrate 4%, USP1-UAF1 inh -9%, TrxR1 inh -9%, IDH1 R132H inh 6%, Vif-APOBEC3F blk -6%, Vif-APOBEC3G blk 3%, RGS4 inh -21% and 12-LOX inh 0%.
`Cc1ccc(C)c(NC(=O)COC(=O)CCCN=C2NS(=O)(=O)c3ccccc32)c1` gave TrxR1 substrate -1%, USP1-UAF1 inh -8%, TrxR1 inh -6%, IDH1 R132H inh 1%, Vif-APOBEC3F blk 1%, Vif-APOBEC3G blk 3%, RXFP1 agonist 0.7%, RGS4 inh 3% and 12-LOX inh 19%.
For CCC(=O)N(c1nnc(SCC(=O)NN2C(=O)NC3(CCCCC3)C2=O)s1)C1CC1 the results were TrxR1 substrate -2%, USP1-UAF1 inh -12%, TrxR1 inh 16%, IDH1 R132H inh 4%, Vif-APOBEC3F blk 6%, Vif-APOBEC3G blk 1%, RXFP1 agonist 0.3%, RGS4 inh 15% and 12-LOX inh 16%.
For COc1ccc(F)cc1S(=O)(=O)Nc1ccc2c(c1)OCO2 the results were TrxR1 substrate -2%, USP1-UAF1 inh -6%, TrxR1 inh -6%, IDH1 R132H inh 7%, Vif-APOBEC3F blk 1%, Vif-APOBEC3G blk 4%, RXFP1 agonist 1.4%, RGS4 inh 23% and 12-LOX inh -26%.
`O=C(CCn1c(=O)oc2ccccc21)n1c(=O)oc2ccccc21` gave TrxR1 substrate -5%, USP1-UAF1 inh -4%, TrxR1 inh inconclusive, IDH1 R132H inh 12%, Vif-APOBEC3F blk 0%, Vif-APOBEC3G blk 2%, RXFP1 agonist 1.0%, RGS4 inh 11% and 12-LOX inh -2%.
`CCC(C)n1c(=N)c(C#N)cc2c(=O)n3ccccc3nc21` (stereo not drawn) gave TrxR1 substrate 106%[activator], USP1-UAF1 inh -16%, TrxR1 inh 24%, IDH1 R132H inh -1%, Vif-APOBEC3F blk -2%, Vif-APOBEC3G blk 0%, RXFP1 agonist 1.7%, RGS4 inh -2% and 12-LOX inh 431%[activator].
Screening COc1ccc(C2CC(c3cccs3)=Nc3ccccc3S2)cc1 (stereo not drawn) returned TrxR1 substrate 4%, USP1-UAF1 inh inconclusive, TrxR1 inh 27%, IDH1 R132H inh 5%, Vif-APOBEC3F blk -1%, Vif-APOBEC3G blk -14%, RXFP1 agonist -1.0%, RGS4 inh -8% and 12-LOX inh 19%.
Screening Cc1cc(C(=O)N/N=C2/CC(C)CC(C)(C)C2)c(C)o1 (stereo not drawn) returned TrxR1 substrate -16%[57.1 µM], USP1-UAF1 inh -4%, TrxR1 inh 17%[57.1 µM], IDH1 R132H inh 6%, Vif-APOBEC3F blk -5%, Vif-APOBEC3G blk -1%, RXFP1 agonist 2.8%, RGS4 inh inconclusive and 12-LOX inh -1%.
COc1ccc(CC(=O)Nc2nnc(C(C)C)s2)cc1OC was read as TrxR1 substrate 7%[57.1 µM], USP1-UAF1 inh -10%, TrxR1 inh 19%[57.1 µM], IDH1 R132H inh 2%, Vif-APOBEC3F blk 2%, Vif-APOBEC3G blk 1%, RXFP1 agonist -1.7%, RGS4 inh 25% and 12-LOX inh 3%.
`N#Cc1ccccc1OCC(O)CS(=O)(=O)c1ccccc1` (stereo not drawn) gave TrxR1 substrate 11%[57.1 µM], USP1-UAF1 inh -10%, TrxR1 inh 5%, IDH1 R132H inh -1%, Vif-APOBEC3F blk 6%, Vif-APOBEC3G blk -3%, RXFP1 agonist 0.7%, RGS4 inh 16% and 12-LOX inh -2%.
Cc1ccc(NC(=O)Cc2ccc(-c3ccccc3)cc2)nc1 was read as TrxR1 substrate 3%, USP1-UAF1 inh -28%, TrxR1 inh 17%, IDH1 R132H inh -3%, Vif-APOBEC3F blk -8%, Vif-APOBEC3G blk 3%, RXFP1 agonist -0.8%, RGS4 inh -43% and 12-LOX inh 4%.
`Cn1c(CNC(=O)c2ccc3c(c2)OCO3)nnc1SCC(=O)Nc1ccccc1F` gave TrxR1 substrate 3%[57.1 µM], USP1-UAF1 inh -21%, TrxR1 inh 1%[57.1 µM], IDH1 R132H inh -9%, Vif-APOBEC3F blk 3%, Vif-APOBEC3G blk -6%, RXFP1 agonist 3.0%, RGS4 inh -10% and 12-LOX inh -1%.
Screening Cc1ccccc1CNC(=O)C1CCN(c2nnc(-n3c(C)ccc3C)s2)CC1 returned TrxR1 substrate -6%, USP1-UAF1 inh -23%, TrxR1 inh -23%, RXFP1 agonist 0.1%, RGS4 inh 13% and 12-LOX inh -6%.
`Cc1cc([N+](=O)[O-])nn1CC(=O)Nc1ccc(F)cc1` gave TrxR1 substrate -8%, USP1-UAF1 inh -13%, TrxR1 inh 19%[57.1 µM], IDH1 R132H inh 1%, Vif-APOBEC3F blk 7%, Vif-APOBEC3G blk -2%, RXFP1 agonist 0.1%, RGS4 inh -4% and 12-LOX inh -9%.

Source: PubChem (National Center for Advancing Translational Sciences (NCATS))
